S1P4 ag: agonists of human S1P4 receptor; O95977; S1P4-expressing cell line, agonist reporter assay; activation, % at 4.98 µM; 0.35% of 220,000 active; AID 1509; in the data active = activation above about 11%;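 note: 0% = DMSO vehicle and 100% = reference agonist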
Target sequence (O95977 whole entry, looked up): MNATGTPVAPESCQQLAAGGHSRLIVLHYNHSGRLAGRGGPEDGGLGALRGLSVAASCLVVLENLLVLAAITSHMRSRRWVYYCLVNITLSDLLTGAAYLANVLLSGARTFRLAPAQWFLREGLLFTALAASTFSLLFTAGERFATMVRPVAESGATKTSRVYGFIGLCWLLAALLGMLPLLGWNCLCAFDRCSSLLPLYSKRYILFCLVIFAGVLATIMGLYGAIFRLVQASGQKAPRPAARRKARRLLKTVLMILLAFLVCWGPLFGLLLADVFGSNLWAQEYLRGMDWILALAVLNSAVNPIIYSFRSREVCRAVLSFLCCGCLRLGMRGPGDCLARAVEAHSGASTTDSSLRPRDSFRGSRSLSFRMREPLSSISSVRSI
NPY2 pot ag: human NPY-Y2 potentiation or agonism, primary screen. P49146. cells expressing NPY-Y2, potentiator/agonist read-out. activation, % at 3.6 µM. 0.45% of 220,000 active; in the data active = activation above about 27%;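 note: cells stimulated with NPY near EC25 plus isoproterenol at EC100; 0% = vehicle plus submaximal agonist and 100% = vehicle plus saturating agonist; some results beyond the cut were filed as inactive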
CHOP inh: blocks CHOP induction under ER stress; CHO-K1 CHOP-promoter luciferase, tunicamycin-induced, 15-18 h; inhibition, % at 10 µM; 3.8% of 220,000 active; AID 2732;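 active = compounds that reduced the stress-induced luciferase reporter signal by more than about 70% of percent inhibition, limit read from the data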;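 note: 0% = tunicamycin plus vehicle and 100% = wells without tunicamycin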
TRPN1 ag: activates the zebrafish TRPN1 channel. activation, % at 3 µM. AID 1424. HEK293 zebrafish TRPN1-YFP, Fluo-8 calcium fluorescence; 100% = response to 87 µM carbachol. 0.18% of 220,000 active;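 active = activation above its plate's cutoff, the mean activation of test wells on that plate plus 3 SD, cut at about 19% in these data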;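 note: 0% = DMSO alone and 100% = 87 µM carbachol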
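Control set: carbachol 87 µM as high control, DMSO as low control; system: HEK293 stable line with zebrafish TRPN1-YFP; read-out: % activation versus carbachol response; detection: intracellular calcium fluorescence with Fluo-8; doses: single test compound dose, 3 µM nominal, 0.3% DMSO; schedule: dye 1 h 37 °C plus 30 min RT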
EP2 modulator: modulators of human EP2 prostaglandin E2 receptor. P43116. EP2-expressing cells, cAMP HTRF FRET, PGE2 co-stimulation. induction, % at 25 µM. 0.83% of 260,000 active. AID 940;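 active = compounds whose cAMP rise, as percent of the full-agonist control response, exceeds 60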;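 note: rat C6 glioma line stably carrying human EP2 under a CMV promoter; the protocol text gives 20 µM as final concentration; 100% = response of wells given 1 µM PGE2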
NPY-Y1 antag: antagonists of human neuropeptide Y receptor Y1. P25929. HEK293-CNG Y1 cells, membrane potential fluorescence; NPY at EC95, then isoproterenol. inhibition, % at 3.6 µM. 1% of 200,000 active. AID 1040;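 active = inhibition above the campaign mean inhibition of all tested compounds plus 3 SD, cut at about 20% in these data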;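 note: 0% = DMSO wells given NPY plus isoproterenol and 100% = isoproterenol alone without NPY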
Target sequence (P25929 whole entry, looked up): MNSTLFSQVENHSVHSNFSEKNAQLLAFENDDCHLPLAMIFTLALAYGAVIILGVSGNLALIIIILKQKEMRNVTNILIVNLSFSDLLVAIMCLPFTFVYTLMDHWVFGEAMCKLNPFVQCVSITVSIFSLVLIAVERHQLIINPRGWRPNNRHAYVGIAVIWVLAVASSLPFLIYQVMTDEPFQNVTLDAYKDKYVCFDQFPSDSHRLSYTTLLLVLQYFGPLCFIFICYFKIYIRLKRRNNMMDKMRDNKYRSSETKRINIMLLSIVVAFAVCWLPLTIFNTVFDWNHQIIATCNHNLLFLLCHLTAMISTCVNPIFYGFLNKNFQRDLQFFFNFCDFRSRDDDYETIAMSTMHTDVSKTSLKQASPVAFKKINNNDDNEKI
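System: HEK293 cells with Y1 receptor plus CNG channel / Probe or stimulus: NPY 25 nM then isoproterenol 1 µM plus Ro 20-1724 25 µM / Compound: one concentration, 3.6 µM, in 0.4% DMSO / Schedule: compound incubation 1 h at room temperature, readout 45 min post-stimulation / Measured by: membrane potential fluorescence / Read-out: % inhibition of NPY effect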
S1P4 antagonist: antagonists of human S1P4 receptor. O95977. S1P4-expressing cells, antagonist mode, reporter read-out. inhibition, % at 4.98 µM. 0.26% of 220,000 active. AID 1510; in the data active = inhibition above about 29%;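 note: 0% = wells stimulated with agonist and 100% = vehicle wells without agonist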
NPY-Y1 PAM-ag: potentiates or activates human NPY-Y1 receptor; activation, % at 3.6 µM; 0.37% of 220,000 active; NPY-Y1 expressing cells, potentiator/agonist activation; P25929; in the data active = activation above about 33%, passing the limit was not always enough;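 note: cells stimulated with NPY at EC10 then isoproterenol at EC100; 0% = low agonist plus stimulus and 100% = saturating agonist plus stimulus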
TRPML3 ag: human mucolipin-3 channel agonism; HEK293 TRPML3-YFP, Fluo-8 calcium fluorescence; 100% = the carbachol control signal; activation, % at 3 µM; 0.29% of 220,000 active; AID 1448;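 active = activation above its plate's cutoff, the mean activation of the plate's test wells plus 3 SD, cut at about 12% in these data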;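 note: 0% = DMSO only wells and 100% = carbachol wells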
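system = HEK293 cells stably carrying human TRPML3-YFP | doses = one concentration, 3 µM nominal, 0.3% DMSO | timing = dye loading 1 h 37 °C then 30 min ambient, 125 s read | detection = Fluo-8 calcium dye fluorescence, ex 470-495, em 515-575 nm | benchmarks = high control carbachol 87 µM, low control DMSO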
Numbers without * were called inactive; / = not tested or not shown.

Under each structure: S1P4 antagonist	NPY-Y1 antag	TRPN1 ag	NPY2 pot ag	NPY-Y1 PAM-ag	TRPML3 ag	S1P4 ag	EP2 modulator	CHOP inh
> Cc1cc(C#N)c(C)n1-c1cc(C(F)(F)F)ccc1N1CCOCC1
    9.7	21.2*	-0.7	-16.6	-13.1	-0.3	-1.1	32.7	-10.6
> CC(C)Sc1ncc(S(=O)(=O)c2ccccc2)c(=O)[nH]1
    -0.1	1.1	-0.3	-8.5	-19.4	1.0	0.7	26.6	14.2
> CCOc1ccc2nc(SCC3CC3(Cl)Cl)[nH]c2c1 (stereo not drawn)
    -12.7	/	-2.4	-22.2	-13.7	-1.3	0.2	-5.6	10.5
> CCc1ccc(C2C(C#N)=C(N)OC3=C2C(=O)CCC3)s1 (stereo not drawn)
    -12.9	-5.2	-0.1	-8.4	-4.2	0.5	0.7	-11.3	-0.1
> N#CC1=C(N)Oc2cc(N)ccc2C1c1ccc(F)cc1 (stereo not drawn)
    4.5	9.5	0.9	8.7	-2.9	0.8	-3.5	-13.6	36.1
> O=C(NC(Cc1c[nH]c2ccccc12)c1nnc2n1CCCCC2)c1ccc(Cl)cc1 (stereo not drawn)
    -10.0	3.3	-0.1	-16.9	4.8	-1.0	-0.6	28.1	3.3
> Cc1nc(NS(=O)(=O)c2ccccc2)sc1NC(=O)OCCN(C)C
    -27.4	-6.8	-0.2	-6.4	-29.0	0.9	2.6	9.2	22.2
> O=C(COc1ccc(S(=O)(=O)N2CCOCC2)cc1)NC1CCCC1
    2.7	-0.8	0.3	2.9	-0.2	0.6	0.5	4.8	-2.5
> Cc1nc(SCC#N)c2c(C)c(C)sc2n1
    -12.3	18.9	-1.8	-13.0	4.5	0.1	-2.5	39.3	9.9
> CCOC(=O)c1sc2nc(CC(C)C)c3c(c2c1N)CCC3
    -14.2	0.7	-0.1	-12.2	-10.8	0.0	1.2	42.3	35.2
> COc1ccc2cc(C(=O)c3ccccc3)c(=O)oc2c1
    -14.0	7.9	0.5	1.4	0.7	0.9	0.1	25.9	20.2
> COC(=O)[C@H]1C2CCC(C(=O)OC)(CC2)[C@H]1C(=O)OC
    -10.9	0.9	0.9	-5.4	11.0	0.7	-1.5	5.5	-13.8
> O=C(NC1CCCC1)C(c1ccc(N2CCOCC2)cc1)N(Cc1ccccc1)C(=O)c1ccco1 (stereo not drawn)
    21.7	0.1	-0.3	-4.4	-6.8	0.6	0.0	37.3	61.5
> COc1cc(OC)c(N(C)C(=O)CCNC(=O)Cn2cnc3ccccc3c2=O)cc1Cl
    -16.7	1.3	0.3	-1.9	13.6	0.7	2.0	-6.9	-23.9
> Cn1c(N2CCC(C(N)=O)CC2)nc2c1c(=O)n(Cc1cccc(Br)c1)c(=O)n2C
    -7.0	-1.1	0.8	-9.4	19.0	0.0	0.2	0.3	21.5
> CNC1=CC(=O)CC(c2ccccc2)C1 (stereo not drawn)
    -7.7	-4.3	0.3	-1.5	12.5	0.6	0.3	22.6	1.6
> CN1/C(=C/C(=O)CSc2ccccc2C(=O)O)C(C)(C)c2ccccc21
    -14.9	/	1.0	5.2	-4.0	0.8	0.2	-33.2	0.8
> COC(=O)[C@H](C(C)C)n1c(C)c(C(C)=O)c(C(C)=O)c1C
    -12.4	1.1	0.2	-2.8	-8.8	0.0	2.7	14.2	7.8
> O=C(/C=C/c1ccc([N+](=O)[O-])s1)N1CCCCC1
    4.6	-0.9	-0.5	-0.5	9.2	-0.6	-3.5	47.4	-43.9
> CCC(=O)Nc1ccc2nc(SCC(=O)N3CCCC3)sc2c1
    -12.9	1.1	0.8	13.3	10.6	0.5	-1.6	-13.5	-13.5
> N#CCCN(Cc1cccnc1)C(=O)Nc1ccc(Cl)c(Cl)c1
    -29.4	-0.9	0.3	1.0	10.0	1.2	-0.6	-18.5	21.4
> CC(=O)Oc1ccc2oc(=O)c3c(c2c1)CCCN3C(=O)CN1CCOCC1
    4.6	-1.0	0.1	-6.9	9.9	0.0	2.5	14.9	1.2
> O=S(=O)(NC(=NCCc1ccc(Cl)cc1)c1ccccc1Cl)c1cccs1
    15.9	6.1	-3.2	-17.2	7.7	-0.2	0.7	-1.4	24.8
> Cc1cc(C)nc(N/N=C2/CCCC/C2=C\c2ccccc2)n1
    -20.3	-3.2	-0.9	12.3	2.8	0.6	2.1	-54.2	9.9
> O=C1/C(=C\c2ccccn2)SC(=S)N1Nc1ncc(C(F)(F)F)cc1Cl
    -9.2	11.7	-1.1	-36.8	-11.8	-0.1	-2.6	-58.8	24.8
> CCOc1cc(/C=N/NC(=O)c2nn(C)cc2Br)ccc1OCc1ccccc1Cl
    -12.5	2.5	1.1	-0.8	-0.3	-0.1	0.5	-6.0	37.2
> c1ccc(-c2csc(N3CCc4ccccc4C3)n2)cc1
    -5.5	5.8	0.1	-12.6	-28.5	-0.5	-3.5	27.5	-23.2
> O=[n+]1cc(-c2ccccc2)n([O-])c2c1CCC2
    -12.4	-0.5	1.1	2.0	3.6	-0.1	1.6	9.2	15.9
> O=C(Nc1nccs1)c1cc(Cl)ccc1[N+](=O)[O-]
    -4.1	-7.8	-1.0	2.8	15.4	-0.1	5.0	-3.7	-10.8
> O=C(/C=C/c1ccc(Br)o1)NC(c1ccccc1)c1ccccc1
    -7.8	-2.1	-0.4	-4.3	2.5	-0.2	1.1	-8.7	27.1
> S=C(NCCCNC(=S)Nc1ccccc1)Nc1ccccc1
    -8.9	8.4	2.6	9.7	-17.1	0.0	-0.4	-20.4	-9.4
> N#Cc1c2n(c(=O)[nH]c1=O)CCCCC2
    0.3	1.6	0.5	9.7	3.6	0.5	0.1	44.5	16.8
> Cc1ccc2nc(NC(=O)[C@H](C)N3C(=O)C4CC=CCC4C3=O)sc2c1 (stereo partly drawn)
    2.9	-1.1	-3.0	6.6	9.5	-0.6	-1.7	-33.1	13.1
> O=C(Nc1nc(-c2ccccn2)cs1)c1ccc(Br)s1
    -3.7	-1.8	1.5	-2.9	-8.2	1.2	-0.2	-62.5	-29.1
> COc1ccc(CCN2C(=O)c3[nH]nc(-c4ccccc4O)c3C2c2cccc(O)c2)cc1OC (stereo not drawn)
    8.2	-6.0	0.6	10.9	-0.2	0.4	-2.7	-13.8	18.1
> Cc1ccc(Cn2ccc(O)c(Cc3ccccc3)c2=O)cc1
    -4.0	2.6	-0.4	-1.7	-1.9	0.3	-1.7	-3.1	6.2
> Cc1cc(C)n(-c2nc3c(c(=O)[nH]c(=O)n3C)n2CC(O)COc2ccc(Cl)cc2Cl)n1 (stereo not drawn)
    7.2	-1.4	0.3	-5.9	-21.4	0.8	0.3	16.8	10.2
> COc1ccc(-c2csc(N3CCN(c4cc(C)nc5ccccc45)CC3)n2)cc1OC
    -4.8	7.6	0.2	31.7*	-1.2	-1.1	-0.1	-21.4	45.5
> CC1Cc2ccccc2N1C(=O)Cn1c(=O)oc2cc(S(=O)(=O)NC3CCCC3)ccc21 (stereo not drawn)
    1.9	-4.2	1.6	-5.9	3.1	-0.9	-0.8	-10.8	43.1
> CC(C)c1onc(C(=O)Nc2cccc(Cl)c2)c1[N+](=O)[O-]
    -8.3	2.7	-0.9	-7.4	-1.8	0.0	-1.1	-65.2	-3.8
> Cc1ccc2nc(-c3cccc(NC(=O)c4ccco4)c3)[nH]c2c1
    3.9	10.1	2.5	-33.4	-21.0	0.0	-1.8	-26.6	2.2
> COc1ccc(-n2ncc3c(NCC(C)C)ncnc32)cc1
    7.8	-2.9	1.6	12.6	6.9	0.7	-0.6	-19.4	24.7
> CC(C)CCNC(=O)C(c1ccncc1)N(CC1CCCO1)C(=O)Cn1nnc(-c2ccc(F)cc2)n1 (stereo not drawn)
    -5.5	9.5	-1.8	-8.6	-7.0	0.3	-0.9	13.4	-2.6
> COc1ccc(C2C(C#N)=C(N)SC(N)=C2C#N)cc1OC
    -20.6	0.6	2.5	-1.8	-5.7	3.5	2.4	2.7	-0.7
> S=C(NCC1CCCO1)N1CCN(c2ccc(Cl)c(Cl)c2)CC1 (stereo not drawn)
    4.8	-7.2	4.9	4.5	-1.7	4.1	-1.4	-44.0	43.2
> Cc1ccc(S(=O)(=O)Nc2cc(-c3ccc(Cl)cc3)nn2C)cc1
    -9.0	/	-2.4	17.7	7.3	-1.7	1.6	-37.6	25.2
> COc1cc(/C=N/NC(=O)c2ccc(-n3cccc3)cc2)ccc1O
    0.9	4.5	2.4	-6.4	-6.9	0.8	0.5	-34.8	8.5
> O=C(CCS(=O)(=O)c1ccc(Cl)cc1)Oc1ccc2c(c1)OCO2
    -19.1	-1.1	-0.9	-8.9	-1.2	0.4	0.8	5.3	21.0
> Cc1cnn(-c2cc(N/N=C/c3ccc(F)cc3)ncn2)c1
    -5.8	2.1	-1.0	4.0	-31.5	0.1	-1.1	1.5	28.8
> Cc1cc2nc(-c3ccc(SCc4ccccn4)nc3)[nH]c2cc1C
    -1.2	3.3	2.7	-8.2	0.7	1.7	0.1	-17.9	-7.5

Next section.
Under each structure: S1P4 antagonist	NPY-Y1 antag	TRPN1 ag	NPY2 pot ag	NPY-Y1 PAM-ag	TRPML3 ag	S1P4 ag	EP2 modulator	CHOP inh
> Cc1cc(C(=O)COc2cccnc2[N+](=O)[O-])c(C)n1Cc1cccs1
    4.0	-0.2	4.4	12.3	0.4	2.0	1.3	-36.9	7.3
> CC(=O)c1ccc(N2CCN(C(=S)Nc3ccccc3)CC2)cc1
    -6.8	-2.3	2.4	-14.8	13.7	1.0	1.0	-40.6	18.1
> O=C(O)c1ccc(C=C(c2nc3ccccc3s2)c2nc3ccccc3s2)cc1
    -8.1	-4.5	-1.5	12.2	-16.6	0.5	2.1	30.6	10.4
> CC(C)NC(=S)NNc1nc2ccccc2s1
    -7.3	8.1	-0.3	16.4	1.6	-0.4	1.7	6.0	-6.2
> COc1ccc(/C=N/c2nc3ccccc3n2C)cc1OC
    -4.5	4.8	-0.7	-7.0	1.3	-0.1	8.5	-24.0	19.8
> Cc1ccc(-n2nnnc2SCC(=O)NC2CCCc3ccccc32)cc1 (stereo not drawn)
    3.8	4.6	-2.7	-4.5	-26.8	-0.6	0.7	-24.5	16.8
> O=[N+]([O-])c1ccc(N2CCN(CCO)CC2)cc1Sc1ccccn1
    -2.0	-4.8	-0.3	-10.2	-6.4	0.2	-0.3	-13.2	-5.7
> O=C(NCCOC(=O)c1ccc(S(=O)(=O)N2CCOCC2)cc1)c1cccnc1
    -4.2	0.4	1.5	1.5	0.9	0.3	0.7	8.6	18.5

Single values from the entries so far:
Value of `O=[N+]([O-])c1ccc(N2CCN(CCO)CC2)cc1Sc1ccccn1` under CHOP inh: -5.7
Value of `Cc1cc(C(=O)COc2cccnc2[N+](=O)[O-])c(C)n1Cc1cccs1` under CHOP inh: 7.3
